Source: PubChem BioAssay
UBC13 polyUb – blocks human UBC13 polyubiquitin chain formation; P61088; TR-FRET; inhibition, % at 20 µM; 0.47% of 330,000 active; AID 485273; in the data active = inhibition above about 45%, passing the limit was not always enough
SENP1 FRET inh – SENP1 (human) catalytic domain inhibition. 0.21% of 360,000 active. inhibition, % at 10 µM. Q9P0U3. AID 624204. recombinant SENP1 catalytic domain, CyPet-SUMO1-YPet FRET cleavage;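 active = inhibition at least 30% at 10 µM, raw YFP signal under a set limit, fluorescence ratio 0.5 to 1.5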;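 note: 0% = enzyme with DMSO and 100% = no enzyme wells; some results filed as inactive read as strong as hits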
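material = recombinant human SENP1 catalytic domain, His6-tagged | quantity = 20 pM enzyme | reagent = 25 nM SUMO1 FRET substrate | compound dosing = 10 µM single point, 0.5% DMSO | timing = 50 min enzyme reaction, room temperature, light-protected | detection = FRET, CFP and YFP emission | control set = no-enzyme low, enzyme-DMSO high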
SENP8 block-1 – inhibitors of human SENP8 protease | 0.64% of 360,000 active | inhibition, % at 20 µM | Q96LD8 | AID 602440 | recombinant SENP8, Nedd8 substrate fluorescence; in the data active = inhibition mostly above about 40%, no sharp cut-off; inactive = mostly below about 27%
Target sequence (Q96LD8 whole entry, looked up): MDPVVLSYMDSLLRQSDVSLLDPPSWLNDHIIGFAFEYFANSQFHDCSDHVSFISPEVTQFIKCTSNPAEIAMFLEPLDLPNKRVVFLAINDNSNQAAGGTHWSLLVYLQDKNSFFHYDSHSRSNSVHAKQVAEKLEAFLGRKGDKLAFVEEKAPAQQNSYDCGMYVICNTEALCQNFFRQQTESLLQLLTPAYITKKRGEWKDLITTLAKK
MIN6 prolif – MIN6 beta-cell proliferation induction | proliferation, % at 10 µM | MIN6 cells proliferation, ATPlite luminescence, 48 h; cells starved in 0.2% serum; 100% = growth in 10% serum | 0.29% of 330,000 active;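 active = compounds whose signal lies at least 3.5 SD above the mean of all wells on their plate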;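 note: 0% = DMSO-treated cells in low-serum medium and 100% = 10% serum control; some compounds called inactive have numbers as strong as hits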
SENP6 inh – inhibitors of human SENP6 protease; Q9GZR1; Recombinant SENP6 catalytic domain, aminoluciferin luminescence; inhibition, % at 10 µM; 1.8% of 330,000 active;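 active = inhibition above about 50% at the single tested dose, limit read from the data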;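 note: plate controls were DMSO wells with enzyme for no effect and DMSO wells lacking enzyme for full effect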
Target sequence (Q9GZR1 628-1112 limits assumed): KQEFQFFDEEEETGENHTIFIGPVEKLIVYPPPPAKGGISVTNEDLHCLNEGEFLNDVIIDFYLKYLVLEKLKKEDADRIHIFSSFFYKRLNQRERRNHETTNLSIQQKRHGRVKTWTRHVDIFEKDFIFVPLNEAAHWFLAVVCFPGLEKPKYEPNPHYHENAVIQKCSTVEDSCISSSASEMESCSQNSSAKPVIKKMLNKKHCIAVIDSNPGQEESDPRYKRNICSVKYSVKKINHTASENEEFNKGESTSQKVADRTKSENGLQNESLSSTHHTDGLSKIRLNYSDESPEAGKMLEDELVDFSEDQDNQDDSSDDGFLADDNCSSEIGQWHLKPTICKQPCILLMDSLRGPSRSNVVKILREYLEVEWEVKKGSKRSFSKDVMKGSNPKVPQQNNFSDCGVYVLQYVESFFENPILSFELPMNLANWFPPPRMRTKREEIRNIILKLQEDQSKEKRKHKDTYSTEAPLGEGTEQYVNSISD
PfG6PD inh – PfG6PD (Plasmodium falciparum) enzyme inhibition | PfGluPho enzyme, NADPH resazurin-diaphorase fluorescence | inhibition, % at 20 µM | 0.78% of 350,000 active | AID 504690;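 active = inhibition reaching at least a set limit at 20 µM in the primary screen, cut at about 59% in these data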;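 note: 0% = DMSO wells with substrate and 100% = DMSO wells lacking glucose-6-phosphate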
HKDC1 inhibitor – inhibitors of human hexokinase HKDC1. recombinant HKDC1, G6PDH/diaphorase resazurin coupled fluorescence. 0.16% of 340,000 active. Q2TB90. inhibition, % at 20 µM;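 active = inhibition above about 35% when tested at 20 µM, limit read from the data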;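 note: plate controls were DMSO wells with enzyme for no effect and DMSO wells lacking enzyme for full effect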
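Material – in-house recombinant HK5 (HKDC1) enzyme · Quantity – HKDC1 at 5 µg/mL · Buffer or medium – pH 8.0 Tris buffer with 10 mM MgCl2 · Reagent – glucose with 1 mM ATP · Dosing – single 20 µM dose · Times – reaction time 90 min, room temperature, protected from light · Technique – resorufin fluorescence at 613 nm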
SENP7 inh – blocks the human protease SENP7; 1.5% of 330,000 active; recombinant SENP7, Z-RLRGG-aminoluciferin luminescence, 40 min; inhibition, % at 5 µM;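 active = inhibition above about 50% at the single test dose, limit read from the data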;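 note: plate controls were DMSO with enzyme for no effect and no enzyme buffer wells for full effect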
Target sequence (Q9BQF6 706-1050 limits assumed): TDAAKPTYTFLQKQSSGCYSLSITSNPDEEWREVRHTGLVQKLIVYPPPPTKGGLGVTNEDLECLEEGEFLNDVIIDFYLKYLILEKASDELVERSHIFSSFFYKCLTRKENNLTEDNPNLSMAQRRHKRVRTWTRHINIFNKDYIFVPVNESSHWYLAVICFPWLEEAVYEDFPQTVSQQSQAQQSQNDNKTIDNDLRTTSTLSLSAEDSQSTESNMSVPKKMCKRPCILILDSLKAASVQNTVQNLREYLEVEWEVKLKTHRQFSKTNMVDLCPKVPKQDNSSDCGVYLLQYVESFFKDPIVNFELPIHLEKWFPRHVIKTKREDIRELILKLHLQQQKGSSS
SENP8 block-2 – blocks the human protease SENP8. purified SENP8, Z-RLRGG-aminoluciferin cleavage, luminescence. Q96LD8. 1.2% of 330,000 active. AID 2540. inhibition, % at 10 µM; in the data active = inhibition above about 50%
Active calls of the source: *; i = inactive; / = not tested or not shown. The order is random. About 4% of those tested had a hit in this group.

SMILES	UBC13 polyUb	SENP1 FRET inh	SENP8 block-1	MIN6 prolif	SENP6 inh	PfG6PD inh	HKDC1 inhibitor	SENP7 inh	SENP8 block-2
CC(C)(C)N=C1NN=C(c2cc3ccccc3o2)CS1	/	-15.1	-82.7	/	/	21.9	-37.5	/	/
CCc1n[nH]c(=O)n1Cn1c(CC)n[nH]c1=O	-11.5	2.9	19.1	-1.9	-0.5	7.7	-5.5	0.9	-0.4
Nc1cccc2c1C(=O)N(C(=O)c1ccc(S(=O)(=O)N3CCCCCC3)cc1)C2=O	18.2	-20.1	i	0.2	-25.2	4.4	1.8	-7.6	-11.1
C=CCOn1c(=O)c(-c2ccccc2)[n+]([O-])c2ccccc21	3.0	-2.4	-64.0	-2.2	3.7	-2.4	-6.5	-2.9	4.9
Cc1ccc(NC(=O)C2CCN(C(=O)c3ccccc3C)CC2)cc1	-6.3	-1.0	10.3	0.5	-7.8	3.7	-6.0	-8.1	-15.8
CSc1ccc(/C=C/C(=O)OCC(=O)N2CCCCCC2)cc1	12.2	0.4	-460.9	-1.4	9.2	0.7	-0.7	0.8	-8.3
COc1ccc(CNS(=O)(=O)c2ccc(-n3cnnn3)c(C)c2)cc1	1.9	1.8	3.8	0.0	-15.9	-7.7	-5.2	-7.3	10.3
CCOC(=O)c1c(C)[nH]c(C(=O)COC(=O)C2=NNC(=O)CC2)c1C	5.5	0.7	7.2	2.0	-3.2	7.2	-2.1	0.1	4.8
O=C(N1CCCC1)C(F)(F)Oc1ccc(F)cc1	-2.5	1.8	12.6	-4.2	-4.1	-4.6	-7.1	0.1	-4.2
CCOc1ccc(C(Nc2ccc(C)cc2)P2(=O)OCCCO2)cc1 (stereo not given)	6.7	0.1	21.0	0.2	-0.2	3.4	-7.5	5.7	7.1
O=C(NC1C(=O)NNC1c1ccccc1)c1ccc(F)cc1 (stereo not given)	-0.7	1.6	37.7	0.0	-9.2	-4.9	0.1	5.6	2.7
O=C(Nc1cccc(S(=O)(=O)c2cccc(NC(=O)C3CC3)c2)c1)C1CC1	0.8	-0.9	13.2	-4.4	-1.7	9.8	17.6	-2.9	-6.8
Cc1ccc(-n2c(=O)cc(N3CCN(Cc4ccccc4)CC3)[nH]c2=O)cc1	-1.4	-9.2	0.5	1.9	2.4	-7.3	1.4	-0.7	5.9
COc1nc(OCC#N)nc(N2CCCCC2)n1	-3.1	3.6	-5.7	-3.0	9.4	-0.6	-5.2	7.1	5.1
Cc1ccc(OCC(=O)NNC(=S)NC(=O)c2ccc(Br)o2)c(C)c1	-14.8	0.8	9.7	-6.9	-16.9	3.7	-5.6	-11.3	-11.8
Cc1cc(C)nc(NC(=O)c2ccc(Cl)c([N+](=O)[O-])c2)n1	-2.8	-2.8	15.6	-3.1	-15.6	-2.2	-4.6	-4.4	-9.2
Cc1oc2c(O)c(O)ccc2c(=O)c1-c1ccccc1	-3.8	0.9	17.2	-5.8	-11.8	-6.4	5.7	-5.6	-10.4
COc1ccc2c(c1OC)c(=O)n1c3ccc(OC(C)C(=O)NCCCN4CCOCC4)cc3c3ccnc2c31 (stereo not given)	-7.2	-79.8	-184.4	-5.8	-2.8	22.8	1.6	0.4	10.1
Cc1ccc(CCN2CC(C(=O)NCCN(C)C)CC2=O)cc1 (stereo not given)	1.5	0.9	9.9	3.1	13.2	-0.9	-3.4	2.2	3.9
CC(C)NC(=O)c1cnc(N2CCN(c3ccccn3)CC2)c2ccccc12	2.7	1.5	-122.7	-1.5	-0.4	-7.2	-3.0	4.8	2.1
CCOC(=O)c1csc(-n2nc(C)cc2C(F)(F)F)n1	-2.0	-1.6	7.7	-2.4	27.2	13.0	-6.0	6.2	7.5
COC(=O)c1ccsc1NC(=O)C1=COCCO1	1.4	-0.6	-76.7	-2.4	1.9	-2.4	0.2	3.8	-5.8
O=C(CCl)N1CCN(S(=O)(=O)c2ccc3c(c2)OCCCO3)CC1	-2.2	0.6	2.5	-7.7	2.0	-7.8	3.1	-7.5	8.3
O=C(NC1CCCCCC1)C1CCC(=O)N(Cc2ccccc2F)C1 (stereo not given)	-12.6	-0.4	0.9	0.7	-17.2	-18.9	1.5	-9.8	-9.8
CCOc1ccc(S(=O)(=O)N2CCCC(C(=O)Nc3ccccc3)C2)cc1 (stereo not given)	-5.8	-0.4	6.6	-4.0	-9.6	-4.1	-5.5	-0.8	-9.7
C=C1C(=O)O[C@@H]2[C@H]1[C@@H](OC(=O)/C(C)=C/C)C/C(C)=C\C(=O)/C=C(\C)[C@@H]2O	-8.9	0.5	13.6	-7.0	-10.3	11.5	6.8	-12.1	-11.6
Cc1ccc(S(=O)(=O)N(CC(=O)NCC2CCCO2)Cc2ccc(F)cc2)cc1 (stereo not given)	-5.1	2.0	8.6	-2.3	-16.0	5.3	-6.5	-12.0	-13.7
COc1cc(OC)cc(N(C(=O)c2ccco2)C(C(=O)NC2CCCC2)c2ccc(N(C)C)cc2)c1 (stereo not given)	-8.0	2.2	8.8	-3.6	-26.4	11.0	-2.4	-10.0	-11.0
CC(CNc1ccc(Cl)cc1)(CNc1ccc(Cl)cc1)[N+](=O)[O-]	/	-1.2	3.6	/	/	19.5	2.1	/	/
CC1(C)CC(CCNS(=O)(=O)c2ccccc2)(c2ccccc2)CCO1 (stereo not given)	6.3	-1.1	11.0	0.7	-4.0	3.2	-8.3	0.4	1.2
S=C(Nc1ccc(Cl)c(Cl)c1)NC1CCN(Cc2ccccc2)CC1	33.1	-2.5	33.3	-6.2	-16.4	29.6	1.9	2.4	-12.3
O=C(C[n+]1ccccc1)N1CCCc2ccccc21	3.2	1.7	-0.5	-1.3	-12.1	-23.1	-11.6	3.3	-1.1
Cc1nnc(SCC(=O)Nc2ccccc2N2CCOCC2)s1	6.0	-1.0	17.3	2.2	1.2	0.0	-3.2	4.3	-2.4
Cc1ccc(/C=C/C(=O)N2CCN(S(=O)(=O)c3cccs3)CC2)o1	1.9	-0.3	7.4	0.1	-11.6	73.3*	1.0	1.3	5.6
Cc1nn(-c2ccccc2)c(Cl)c1/C=N/NC(=O)c1ccc(CNc2ccccc2)o1	-14.3	0.2	20.6	-2.6	-1.1	2.4	-8.6	-8.3	-5.1
Cc1[nH]c2ccccc2c1/C=N/NC(=S)NCc1ccccc1	-9.5	49.3	-5.9	-6.0	-37.1	9.1	-6.9	-8.6	-2.8
CCCCOc1ccc(-c2nc(SCC(N)=O)n[nH]2)cc1	4.2	0.0	14.8	-1.1	10.7	-12.5	1.7	-2.5	0.9
CCN(C(=O)COc1ccc(C(C)=O)cc1)c1cccc2ccccc12	-4.5	1.1	10.0	-2.5	-8.8	-21.5	-32.9	-9.0	-9.6
CC(=O)Nc1ccc(S(=O)(=O)NC2(C(F)(F)F)N=C(c3ccccc3)NC2=O)cc1 (stereo not given)	-15.3	0.2	-0.3	0.6	-12.6	-21.3	-8.8	-9.1	-6.5
CN(CC(=O)Nc1ccc(F)c(F)c1F)C(=O)c1ccc2c(c1)NC(=O)CS2	-5.6	-2.5	-5.5	1.5	-25.0	-8.2	-4.2	-7.0	-11.3

Ordered by value in SENP6 inh (highest first): 4 from the list above
canonical_smiles | UBC13 polyUb | SENP1 FRET inh | SENP6 inh | PfG6PD inh | HKDC1 inhibitor | SENP7 inh
CCCCOc1ccc(-c2nc(SCC(N)=O)n[nH]2)cc1 | 4.2 | 0.0 | 10.7 | -12.5 | 1.7 | -2.5
CCc1n[nH]c(=O)n1Cn1c(CC)n[nH]c1=O | -11.5 | 2.9 | -0.5 | 7.7 | -5.5 | 0.9
O=C(N1CCCC1)C(F)(F)Oc1ccc(F)cc1 | -2.5 | 1.8 | -4.1 | -4.6 | -7.1 | 0.1
Nc1cccc2c1C(=O)N(C(=O)c1ccc(S(=O)(=O)N3CCCCCC3)cc1)C2=O | 18.2 | -20.1 | -25.2 | 4.4 | 1.8 | -7.6

Following part.
SMILES	UBC13 polyUb	SENP1 FRET inh	SENP8 block-1	MIN6 prolif	SENP6 inh	PfG6PD inh	HKDC1 inhibitor	SENP7 inh	SENP8 block-2
COc1cccc(C(=O)OCC(=O)N2CCc3ccccc32)c1OC	-0.9	2.7	5.0	-3.1	4.8	0.8	3.8	-1.7	-16.0
O=C(NCCOc1ccccc1)c1cccc2c1C(=O)c1ccc(Cl)cc1S2(=O)=O	0.7	1.7	13.2	-5.7	-9.6	-1.4	2.5	-1.2	12.8
CCSC(=O)N(CC)CC(=O)Nc1c(CC)cccc1CC	-6.4	-0.3	8.4	1.2	1.3	-12.3	-8.9	-6.0	-4.6
COC(=O)[C@H](Cc1ccccc1)NC(=O)Nc1ccc(S(N)(=O)=O)cc1	6.8	1.7	5.1	-0.5	-17.1	-1.4	1.8	2.9	5.3
CCC(=O)N1CCc2cc(S(=O)(=O)N3CCN(c4cc(Cl)ccc4C)CC3)ccc21	-2.5	1.6	15.9	1.8	0.6	0.1	-0.5	-5.7	4.0
CCOc1ccc(OCC)c(NC(=O)CN2CCN(c3cccc(C)c3)C(C)C2)c1 (stereo not given)	1.3	2.8	17.9	-3.4	-34.2	13.7	4.8	3.0	-4.1
CC1CC(C)(C)OC(C[N+]2(C)CCCCC2)O1 (stereo not given)	-2.3	-0.2	14.4	-1.5	-5.7	1.8	-3.9	-14.3	-4.6
CC(=O)Nc1ccc(C(=O)COC(=O)CCS(=O)(=O)c2ccccc2)cc1	-1.9	3.8	7.0	0.3	-10.8	-10.9	2.3	-11.2	-4.3
CC(=O)OC(COc1ccccc1)Cn1cnc2cc(C)c(C)cc21 (stereo not given)	-9.1	3.2	3.4	-2.1	-18.7	45.7	-11.6	2.0	-0.3
CCC(C(=O)O/N=C(\N)c1ccc(C)cc1)c1ccccc1 (stereo not given)	4.0	1.0	22.7	-1.8	-8.0	-2.4	-1.5	0.5	-15.5
COC(=O)c1ccc(CC(=O)c2ccc(O)cc2O)o1	-11.1	-26.9	-35.2	-2.4	7.7	8.1	-5.0	-1.3	-8.9
COc1ccc(C2CC(=O)Oc3c2c(=O)n(C)c2ccccc32)c(OC)c1OC (stereo not given)	15.4	2.1	-41.1	4.9	-11.2	-13.1	-4.7	-0.8	0.0
COC(=O)[C@H](Cc1ccccc1)[C@@H](C)OS(N)(=O)=O	-3.4	1.8	6.6	-2.3	-20.4	-7.1	-6.4	-14.2	-7.9
COc1ccc2[nH]c(=O)c(-c3nnn(-c4ccc(Cl)nc4)n3)cc2c1	-20.1	-59.5	i	-5.2	1.0	22.8	9.8	1.5	9.6
CCOC(=O)CNC(=O)c1ccc(OCC(F)(F)F)cc1	12.1	-0.5	8.2	-1.4	21.3	-2.6	-6.1	22.5	7.6
Cc1nc2ccc(NC(=O)C3=NN(C)C(=O)CC3)cc2s1	-13.1	0.3	9.7	-0.2	8.5	9.4	-1.1	13.1	-13.5
COc1ccc(NC(=S)/N=C(\N)Nc2nc(C)c3ccc(C)cc3n2)cc1	2.1	-0.3	1.6	-5.2	9.6	5.2	-0.4	13.0	2.1
CCC(=O)N(Cc1cc2ccccc2[nH]c1=O)C(C)C	-0.1	-1.3	2.8	-1.4	-12.3	1.7	6.2	-11.8	-7.2
COc1ccc(C2=NS(=O)(=O)N(C)C(C(=O)NCc3cccs3)=C2)cc1OC	-0.3	-4.0	-158.2	0.7	6.5	6.6	-1.1	-3.5	-1.6
